Source: PubChem BioAssay
CHT PAM – allosterically activates the human high affinity choline transporter; Q9GZV3; CHT-expressing cells, membrane potential dye, choline EC20; active compounds read high; LV-AA mutant CHT in HEK293 cells; B-score at 10 µM; 310,000 tested, 0.49% active;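 active means initial fluorescence not abnormally high and integrated response B-score, plate-corrected, over 3 SD above library mean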
Target sequence (Q9GZV3 whole entry, looked up): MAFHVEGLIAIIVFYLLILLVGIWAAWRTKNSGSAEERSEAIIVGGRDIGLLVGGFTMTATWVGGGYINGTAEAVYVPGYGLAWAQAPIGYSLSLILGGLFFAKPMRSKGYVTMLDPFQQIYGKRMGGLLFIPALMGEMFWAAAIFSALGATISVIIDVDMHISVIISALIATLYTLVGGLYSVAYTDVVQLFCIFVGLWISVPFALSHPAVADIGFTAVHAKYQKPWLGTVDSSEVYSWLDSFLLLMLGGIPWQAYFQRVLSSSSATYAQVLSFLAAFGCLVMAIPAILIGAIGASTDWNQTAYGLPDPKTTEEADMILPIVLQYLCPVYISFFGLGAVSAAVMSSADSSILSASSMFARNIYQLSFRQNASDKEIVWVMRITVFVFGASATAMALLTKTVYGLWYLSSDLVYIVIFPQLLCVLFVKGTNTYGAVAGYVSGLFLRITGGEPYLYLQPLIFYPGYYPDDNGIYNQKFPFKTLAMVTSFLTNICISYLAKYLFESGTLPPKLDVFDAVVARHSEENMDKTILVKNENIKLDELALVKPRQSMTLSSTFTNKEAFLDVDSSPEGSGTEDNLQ
CHT inh – inhibitors of human choline transporter CHT | CHT-expressing cells, membrane potential dye, choline response; active compounds read low | B-score at 10 µM | 310,000 tested, 0.86% active;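 active means B-score over 3 SD under the library average, and starting fluorescence ratio not unusually high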;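 further: choline stimulus applied at its EC90 after an EC20 pre-addition; B-score computed on integrated fluorescence ratio after choline addition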
* marks the source's active call; other numbers are inactive results; i = inactive.

SMILES | CHT PAM | CHT inh
Cc1c(-c2ccccc2Cl)nc2ccccc2c1C(=O)O | i | i
Nc1ccccc1S(=O)(=O)NC1=NCCCCC1 | i | i
CN1C(=O)c2ccccc2N(C)C1c1ccccc1Cl (centres undefined) | i | i
CCOC(=O)C1=C(C)NC(=O)NC1/C=C/c1ccccc1OC (centres undefined) | i | i
COC(=O)C(Cc1ccccc1)NS(=O)(=O)c1ccccc1Br (centres undefined) | i | i
OC(CN1CCN(c2ccccc2F)CC1)c1ccc(F)cc1 (centres undefined) | i | i
CN1CCN(C2=NC(=O)/C(=C/c3ccccc3OS(=O)(=O)c3ccccc3)S2)CC1 | i | i
O=C(O)c1cc(N2C(=O)C3C4C=CC(C4)C3C2=O)ccc1N1CCOCC1 (centres undefined) | i | i
COCc1nnc(NC(=O)C(C)C)s1 | i | i
Nc1ncc(Br)cc1S(=O)(=O)NCCC(=O)N1CCN(c2ccccn2)CC1 | i | i
CC(/C=N/n1c(-c2ccco2)n[nH]c1=S)=C\c1ccco1 | i | i
NNC(=O)CN1CCN(c2ncc(C(F)(F)F)cc2Cl)CC1 | i | i
CC(C)Oc1ccccc1OCCCOc1cccc2cccnc12 | i | i
COC(=O)c1cccc(Nc2ncnc3sccc23)c1 | i | i
CCCCNC(=O)CN(c1cccc(F)c1)S(C)(=O)=O | i | i
COc1ccc(NC(=O)COC(=O)Cn2cnc3ccccc3c2=O)cc1OC | i | i
C=CCn1c(O)c(N=NC(=O)CNC(=O)c2ccncc2)c2ccccc21 | i | i
S=c1nccc(-c2cc(Cl)sc2Cl)[nH]1 | i | i
COc1ccc(-c2nc(NC(=O)c3[nH]c(C)c(C(C)=O)c3C)sc2C)cc1 | i | i
CCOc1ccc(NC(=O)N2CCN(Cc3ccc4c(c3)OCO4)CC2)cc1 | i | i
Cc1ccc(S(=O)(=O)Cc2ccc(C(=O)N3CCCCC3C)cc2)cc1 (centres undefined) | i | i
CC(=O)Nc1ccc(N/C=C2/CCCC2=O)cc1 | i | i
O=[N+]([O-])c1ccc(CS(=O)(=O)N2CCN(c3ccccc3)CC2)cc1 | i | i
Cn1c(SCC(=O)Nc2cc([N+](=O)[O-])ccc2F)nnc1C(F)(F)F | i | i
Cc1cc(C)cc(NC(=O)NNC(=O)c2cc3occc3[nH]2)c1 | i | i
Cc1c(S(=O)(=O)Nc2ccc(Br)cc2)c(=O)n(C)c(=O)n1C | i | i
Cc1onc(-c2ccccc2)c1-c1ccc(S(N)(=O)=O)cc1 | i | i
Cc1ccc2nc(SCC(=O)N3CCCCCC3)nc(=O)n2c1 | i | i
NC(=O)C1CCN(C(=O)c2cccc(S(=O)(=O)N3CCc4ccccc4C3)c2)CC1 | i | i
CCOC(=O)c1cnn(-c2nc(OC)cc(OC)n2)c1C(F)(F)F | i | i
Cn1nc(-c2ccccc2F)c2cc(C(=O)Nc3ccc4c(c3)OCCO4)sc21 | i | i
S=C(NCc1ccncc1)Nc1cccc(Cl)c1 | i | i
O=C(NC(=S)Nc1ccccn1)c1cncc(Br)c1 | i | i
CCOC(=O)C1CCCN(C(=O)c2cn(C)c(=O)c3cc(OC)c(OC)cc23)C1 (centres undefined) | i | i
Cn1nnc2c[n+](CC(=O)c3ccc4ccccc4c3)cc(Br)c21 | 10* | i
COc1ccc(N/C=C/C(=O)c2ccc(C)cc2)c([N+](=O)[O-])c1 | i | i
CC(C)(C)NC(=O)/C(=C\C=C\c1ccccc1)NC(=O)c1ccc([N+](=O)[O-])cc1 | i | i
O=C(CN1CCN(c2ccccn2)CC1)Nc1nc2ccccc2s1 | i | i
CCC1(N(C(C)=O)c2ccc(OC)cc2)C(=O)c2ccccc2C1=O | i | i
Cc1nn(CC(=O)NCCC2=CCCCC2)c(C)c1[N+](=O)[O-] | i | i
CCN1CCN(C(=O)c2ccc3c(=O)n(CCC4=CCCCC4)c(=O)[nH]c3c2)CC1 | i | i
Cc1nnc(N/N=C/c2ccccc2O)n1N | i | i
COc1ccc2c(c1)CCc1c(C(=O)NCc3ccco3)noc1-2 | i | i
Nc1c(C(=O)NCCN2CCOCC2)c2nc3ccccc3nc2n1CCc1ccccc1 | i | i
CSc1ncc(Cl)c(C(=O)Nc2ccccc2Cl)n1 | i | i
O=C(COc1ccc(Cl)cc1)N1CCN(S(=O)(=O)c2ccc(Cl)cc2)CC1 | i | i
O=C(NCc1ccccc1)c1ccc(-c2ccccc2F)o1 | i | i
C/C(=N\OCC(=O)OC(C)C(=O)Nc1ccc(C(N)=O)cc1)c1ccc2c(c1)OCO2 (centres undefined) | i | i
O=C(NCCCNC(=O)c1ccccn1)c1ccc(Cl)cc1 | i | i
CN(C)C(CNC(=O)CSc1nc2sc3c(c2c(=O)n1C)CCC3)c1ccccc1 (centres undefined) | i | i
Cc1ccc(S(=O)(=O)NCCSc2nnnn2-c2ccccc2)cc1 | i | i
CCn1c(=O)c([N+](=O)[O-])c(NCCc2ccc(OC)c(OC)c2)c2ccccc21 | i | i
CC(C)[C@H](NC(N)=O)C(=O)Nc1cccc(S(=O)(=O)N2CCOCC2)c1 | i | i
CCOC(=O)c1c(C)[nH]c(N=Nc2ccc(OC)cc2)c1C | i | i
CCOC(=O)/C(C#N)=N/Nc1ccc(S(=O)(=O)Nc2cc(OC)nc(OC)n2)cc1 | i | i
COc1cc(Cl)c(C)cc1NC(=O)c1ccc(NS(=O)(=O)c2ccc(F)c(F)c2)cc1 | i | i
Clc1ccc(-c2cc(C3CCNCC3)[nH]n2)cc1 | i | i
CCOC(=O)/C(N=Nc1c(Br)cc(Br)cc1Br)=C(\C)O | i | i
CSCCC(NC(=O)c1ccccc1)C(=O)NCCc1ccccc1 (centres undefined) | i | i
Cc1ccc(Nc2nc(-c3ccc(S(=O)(=O)N4CCOCC4)cc3)cs2)cc1Cl | i | i

Filtered by structure, those above with bromine
SMILES | CHT PAM | CHT inh
COC(=O)C(Cc1ccccc1)NS(=O)(=O)c1ccccc1Br (centres undefined) | i | i
Nc1ncc(Br)cc1S(=O)(=O)NCCC(=O)N1CCN(c2ccccn2)CC1 | i | i
Cc1c(S(=O)(=O)Nc2ccc(Br)cc2)c(=O)n(C)c(=O)n1C | i | i
O=C(NC(=S)Nc1ccccn1)c1cncc(Br)c1 | i | i
Cn1nnc2c[n+](CC(=O)c3ccc4ccccc4c3)cc(Br)c21 | 10* | i
CCOC(=O)/C(N=Nc1c(Br)cc(Br)cc1Br)=C(\C)O | i | i

More results.
SMILES | CHT PAM | CHT inh
O=C(O)/C=C\C(=O)Nc1ccccc1F | i | i
OC(COCC1COc2ccccc2O1)CN1CCN(c2ccccc2F)CC1 (centres undefined) | i | i
CCSc1nnc(-c2ccc(C)cc2)c2ccccc12 | i | i
Cc1cc(C(=O)NC(C)c2ccncc2)no1 (centres undefined) | i | i
COC(=O)c1ccc(NC(=S)NC2c3ccccc3CC2O)cc1 (centres undefined) | i | i
Cc1cc(C)n(C(=O)CNC(=O)CCc2ccccc2)n1 | i | i
COc1ccc(OC)c(S(=O)(=O)N2CCCC(C(=O)NCc3cccnc3)C2)c1 (centres undefined) | i | i
O=C(CSc1ncn[nH]1)NCCCc1ccccc1 | i | i
O=C(Nc1ccc(NC(=O)c2cccs2)cn1)c1ccccc1 | i | i
COc1ccccc1C1c2[nH]c3ccccc3c2CCN1Cc1ccc(NC(C)=O)s1 (centres undefined) | i | i
CC(N=Cc1c(O)c2ccccc2oc1=O)C(=O)O (centres undefined) | i | i
COc1ccccc1C(=O)Nc1ccc(-c2nnn(CC(=O)NCc3ccco3)n2)cc1 | i | i
COC(OC)c1ccnc(-c2ccc(OC(=O)c3ccccc3)cc2)n1 | i | i
COc1ccccc1-n1c(CNC(=O)c2ccco2)n[nH]c1=S | i | i
CCOc1ccc(-n2c(=O)[nH]cc(C(=O)Nc3ccc(OC)c(OC)c3)c2=O)cc1 | i | i
CN(C)S(=O)(=O)n1cc(/C=C(\NC(=O)c2ccccc2)C(=O)NCCCN2CCOCC2)c2ccccc21 | i | i
CCOC(=O)NNC1CC(=O)N(c2ccccc2)C1=O (centres undefined) | i | i
Cc1c(O)nc(SCC(=O)Nc2cccc(C(F)(F)F)c2)n(-c2ccccc2)c1=O | i | i
COc1cc2oc(=O)ccc2c(OC)c1CC(O)C(C)(C)O (centres undefined) | i | i
Cc1ccnc(SCC(=O)N2CCC(C(N)=O)CC2)n1 | i | i
C=CCn1cc(C(=O)NCc2ccco2)c(=O)c2cc(S(=O)(=O)N3CCCCCC3)ccc21 | i | i
CCOC(=O)c1sc(NC(=O)CN2C(=O)NC3(CC(C)CC(C)(C)C3)C2=O)c(C(=O)OCC)c1C (centres undefined) | i | i
CCC(C)NC(=O)/C=C1\Sc2ccccc2NC1=O (centres undefined) | i | i
CCOc1ccccc1CN1CCN(Cc2cccc3c2OCO3)CC1CCO (centres undefined) | i | i
CCc1ccc(OCC(=O)NCCN(C)C)c(Br)c1 | i | i
CCN(CCO)c1ccc(N=Nc2cc(C)[nH]n2)cc1 | i | i
O=C1CC(c2cc3c(cc2Br)OCO3)C2=C(CCCC2=O)N1 (centres undefined) | i | i
O=C1C2CC=CCC2C(=O)N1c1ccc(Cc2ccncc2)cc1 (centres undefined) | i | i
Cc1cc2sc3nc(=O)n(-c4ccccc4)c(=O)n3c2cc1C | i | i
COc1ccc(NS(=O)(=O)c2csc(C(N)=O)c2)cc1OC | i | i
COc1ccc(NC(=O)c2ccc(CNc3c(N4CCCC4)c(=O)c3=O)cc2)cc1Cl | i | i
COc1ccccc1NC(=O)CC(=O)CSc1nnc(-c2ccc(C)cc2)n1C | i | i
COc1ccc(N2CCN(Cc3nc4scc(-c5ccccc5)c4c(=O)[nH]3)CC2)cc1 | i | i
CCC(=O)N1CC23C=CC(CC2CC12CCCCC2)O3 (centres undefined) | i | i
CN(C)S(=O)(=O)c1ccc(Nc2nc(C3CC3)nc3c2nnn3Cc2ccccc2Cl)cc1 | i | i
COc1ccccc1OCCNC(=O)CCNC(=O)c1ccccc1Cl | i | i
CCc1ccccc1NC(=O)CN1CCN(CC(=O)Nc2ccc(-c3ccccc3)cc2)CC1 | i | i
CC(=O)c1sc(-c2ccccc2)cc1NS(=O)(=O)c1ccccc1 | i | i
COc1ccc(S(=O)(=O)N2CCCC2CNC(=O)C(=O)NC2CC2)cc1 (centres undefined) | i | i
COc1ccc(NC(=O)C2(S(=O)(=O)c3ccc(C)cc3)CC2)cc1 | i | i
Cc1ccc(F)cc1NC(=O)C1CC(=O)N(CCc2ccccc2)C1 (centres undefined) | i | i
CC(C)CC(=O)N1CCN(C(=O)c2cccc(F)c2)CC1 | i | i
COc1cnc(-c2ccccn2)nc1Sc1ccc(C)cc1 | i | i
O=C1C(Cl)=C(NCC2CCCO2)C(=O)N1c1ccccc1 (centres undefined) | i | i
CCOC(=O)n1c(SCC(N)=O)nc2ccccc21 | i | i
CC(C)(C)n1nnnc1C(c1ccccc1)N1CCc2ccccc2C1 (centres undefined) | i | i
COCC(C)NC(=O)C(C)N1c2cccc3cccc(c23)S1(=O)=O (centres undefined) | i | i
Cc1ccc(N(CC(=O)NC2CCCCC2)C(=O)c2ccc(C)s2)cc1 | i | i
CC(C)(C)Nc1scc(-c2ccccc2)[n+]1-c1ccccc1 | i | i
CC(=O)Nc1cc(C(=O)OCc2cccc([N+](=O)[O-])c2)ccc1C | i | i
CCCS(=O)(=O)Nc1c(OC)ccc2c1c(C(=O)OCC)c(C)n2C | i | i
O=S(=O)(NCc1cccc(C(F)(F)F)c1)NCc1ccccc1F | i | i
CC(C)CNC(=O)C1Nc2ccccc2C2C=CCC12 (centres undefined) | i | i
NS(=O)(=O)c1ccc(CCNC(=O)Cc2ccc(S(=O)(=O)N3CCCC3)s2)cc1 | i | i
CC(=O)c1ccc(N=Cc2c(O)n(-c3cc(Cl)ccc3N3CCOCC3)c(=O)c3ccccc23)cc1 | i | i
Cc1occc1C(=O)N/N=C/c1sc(N2CCOCC2)nc1-c1ccccc1 | i | -9.1*
CCSc1nnc(-c2ccncc2)o1 | i | i
COC(=O)c1cnc(Oc2c(Cl)cc(N)cc2Cl)cc1C(F)(F)F | i | i
CC1(C)CC(NC(=O)c2ccccn2)CC(C)(C)N1O | i | i
O=C1Nc2ccccc2Oc2cc([N+](=O)[O-])ccc21 | i | i

(more compounds)
SMILES | CHT PAM | CHT inh
Cc1ccc(S(=O)(=O)/C(C#N)=C/c2c(Oc3ccc(Cl)cc3)nc3c(C)cccn3c2=O)cc1 | i | i
Cc1ccc(-c2cc(C(=O)NCc3cnn(C)c3)c3cc(Br)ccc3n2)cc1 | i | i
O=C(COc1cccnc1[N+](=O)[O-])N1N=C(c2ccc(Cl)cc2)CC1c1ccco1 (centres undefined) | i | i
CCc1ccccc1Nc1nc2ccccc2[nH]1 | i | i
CC(/C=C/c1ccc2c(c1)OCO2)=N/NC(=O)c1ccncc1 | i | i
CC(C)c1nc2c(s1)CCc1onc(-c3cccc([N+](=O)[O-])c3)c1-2 | i | i

Fetched by structure from above, 5 records:
SMILES | CHT PAM | CHT inh
CC(/C=C/c1ccc2c(c1)OCO2)=N/NC(=O)c1ccncc1 | i | i
CC(C)c1nc2c(s1)CCc1onc(-c3cccc([N+](=O)[O-])c3)c1-2 | i | i
CCc1ccccc1Nc1nc2ccccc2[nH]1 | i | i
Cc1ccc(S(=O)(=O)/C(C#N)=C/c2c(Oc3ccc(Cl)cc3)nc3c(C)cccn3c2=O)cc1 | i | i
O=C(COc1cccnc1[N+](=O)[O-])N1N=C(c2ccc(Cl)cc2)CC1c1ccco1 (centres undefined) | i | i
